Compound activity deposited in PubChem by National Center for Advancing Translational Sciences (NCATS).
TrxR1 inh – rat TrxR1 inhibition; Potency, µM (highest dose often 114 µM), for the others: top-dose activity change, negative = inhibition, hits mostly inhibitors; hit rate 1% among 390,000; recombinant rTrxR1, NADPH fluorescence consumption, selenite substrate; O89049; AID 588453; further: on the % scale 0 is the no-effect control and ±100 the full control effect; nearly all actives have a fitted effect of over 65% in size
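Rat TrxR1 (90 nM in the dispensed reagent) was pre-reduced with 400 uM NADPH for 5 min at room temperature, then incubated with compound for 15 min. After 400 uM selenite was added, NADPH fluorescence (Ex 340/Em 450 nm) was followed for 8 min.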
RXFP1 ag – activates the human relaxin receptor RXFP1; AID 2676; HEK293T-RXFP1 cAMP TR-FRET, 30 min; response scale: percent of porcine relaxin response, buffer zero; hit rate 0.3% among 370,000; Potency, µM (titrated, usually from 57.5 µM), inactives show at the highest dose activation, usual class: activators; Q9HBX9; further: on the % scale 0 is the no-effect control and ±100 the full control effect; nearly all actives have a fitted effect of over 60% in size; many of its hits are not listed in these tables
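HEK293T cells stably expressing RXFP1 were pretreated with the PDE4 inhibitor Ro 20174, exposed to compounds for 30 min at 37C, lysed, and cAMP was read by TR-FRET. Data normalized to buffer (basal) and 29 nM porcine relaxin (100%).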
USP1-UAF1 inh – blocks the human USP1/UAF1 deubiquitinase complex | hit rate 0.23% among 390,000 | Potency, µM (highest dose often 57.1 µM), without a hit: top-dose activity change, negative = inhibition, most hits filed as inhibitors | AID 743255 | recombinant USP1/UAF1, Ub-Rhodamine cleavage fluorescence | O94782; further: on the % scale 0 is the no-effect control and ±100 the full control effect; nearly all actives have a fitted effect of over 60% in size; inactives centre near -12
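High-throughput fluorogenic screen: 1nM USP1/UAF1 complex, Ub-Rho substrate 150nM final, 50mM HEPES pH 7.8 with 0.5mM EDTA, 0.1 mg/ml BSA, 1mM TCEP and 0.01% Tween-20.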
mIDH1 inhibitor – human IDH1 R132H inhibition; IDH1-R132H enzyme, NADPH consumption, diaphorase/resazurin fluorescence; O75874; Potency, µM (titrated, usually from 76.6 µM), for inactives: at the highest dose activity change, negative = inhibition, usual class: inhibitors; hit rate 0.093% among 390,000; further: on the % scale 0 is the no-effect control and ±100 the full control effect; nearly all actives have a fitted effect of over 65% in size
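IDH1-R132H (0.5 ug/mL) preincubated 30 min with compound, then NADPH (0.016 mM) and alpha-KG (2 mM) added; 80 min at RT, pH 7.5. Remaining NADPH coupled via diaphorase/resazurin to fluorescence (540/590 nm); concentration-response curves normalized to no-enzyme control.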
ALOX12 inh – ALOX12 (human) lipoxygenase inhibition. P18054. purified 12hLO, xylenol orange hydroperoxide absorbance. Potency, µM (top dose mostly 108 µM), for the others: at the top dose activity change, negative = inhibition, usual class: inhibitors. hit rate 1.1% among 580,000. AID 1671190; further: on the % scale 0 is the no-effect control and ±100 the full control effect
Target sequence (P18054 whole entry, looked up): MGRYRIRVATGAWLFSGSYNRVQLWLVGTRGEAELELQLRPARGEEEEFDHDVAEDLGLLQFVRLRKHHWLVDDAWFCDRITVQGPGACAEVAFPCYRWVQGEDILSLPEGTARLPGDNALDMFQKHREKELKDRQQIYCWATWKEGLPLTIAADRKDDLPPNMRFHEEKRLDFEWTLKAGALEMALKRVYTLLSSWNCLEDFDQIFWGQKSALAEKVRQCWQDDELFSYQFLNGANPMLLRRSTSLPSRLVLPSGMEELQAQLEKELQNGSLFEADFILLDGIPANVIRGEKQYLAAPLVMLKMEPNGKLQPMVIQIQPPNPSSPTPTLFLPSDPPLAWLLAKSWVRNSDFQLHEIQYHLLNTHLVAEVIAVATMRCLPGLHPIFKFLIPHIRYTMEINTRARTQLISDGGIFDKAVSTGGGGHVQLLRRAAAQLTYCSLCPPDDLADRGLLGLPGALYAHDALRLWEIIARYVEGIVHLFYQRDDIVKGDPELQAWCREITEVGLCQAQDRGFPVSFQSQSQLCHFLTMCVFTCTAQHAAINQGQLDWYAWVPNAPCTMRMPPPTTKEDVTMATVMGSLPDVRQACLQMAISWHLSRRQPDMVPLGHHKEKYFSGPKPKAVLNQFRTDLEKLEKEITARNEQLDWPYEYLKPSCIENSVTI
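Purified human 12hLO (150 nM final) in 25 mM Hepes, 0.01% Triton X-100, pH 7.0 was preincubated 15 min at room temperature with compound. Then 40 uM arachidonic acid was added, 30 min. Hydroperoxide was read by Fe-XO absorbance ratio 573/405 nm.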
TrxR1 substrate – substrates of rat thioredoxin reductase 1; purified TrxR1 substrate turnover, NADPH consumption readout; Potency, µM (top dose mostly 114 µM), without a hit: at the highest dose activity change, negative = substrate turnover; hit rate 0.01% among 390,000; AID 588456; further: on the % scale 0 is the no-effect control and ±100 the full control effect; nearly all actives have a fitted effect of over 50% in size
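Rat TrxR1, dispensed at 90 nM, was prereduced with 400 uM NADPH (final) for 5 min at ~22 deg C, then incubated with compound 15 min before 400 uM selenite. A first-read NADPH fluorescence drop versus no-compound background flagged substrates.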
RGS4 inh – blocks human RGS4-accelerated GTP hydrolysis. Transcreener GDP fluorescence polarization, RGS4-accelerated GTP hydrolysis. AID 504845. hit rate 0.039% among 390,000. Potency, µM (titrated, usually from 114 µM), for the others: at the top dose activity change, negative = inhibition, most hits filed as inhibitors; further: on the % scale 0 is the no-effect control and ±100 the full control effect; nearly all actives have a fitted effect of over 75% in size; some results filed as inactive show a strong effect at the top dose
Target sequence (P49798 whole entry, looked up): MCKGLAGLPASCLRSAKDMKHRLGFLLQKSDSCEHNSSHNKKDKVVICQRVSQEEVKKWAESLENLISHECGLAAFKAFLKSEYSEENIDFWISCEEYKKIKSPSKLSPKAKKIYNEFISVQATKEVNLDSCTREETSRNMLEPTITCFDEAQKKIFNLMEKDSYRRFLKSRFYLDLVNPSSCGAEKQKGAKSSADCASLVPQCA
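MLSMR compounds (23 nl, pin-transferred) preincubated 10 min at room temperature with a 500nM (2x) first reagent, then RGS4 at 900nM (2x) plus Transcreener GDP mix added; fluorescence polarization (620/688 nm) read before and after 90 min at 30 °C.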
Vif-A3F inh – inhibitors of Vif-A3F interaction; HeLa A3F-eYFP + Vif (tagged APOBEC3F with the HIV-1 protein that degrades it), YFP fluorescence increase; Potency, µM (top dose mostly 46.1 µM), for inactives: top-dose activity, negative = active; hit rate 0.2% among 390,000; further: % of control where 0% means no effect; nearly all actives have a fitted effect of over 65% in size
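HeLa cells stably expressing Vif plus C-terminally eYFP-tagged A3F were seeded, incubated overnight at 37 deg C, dosed with compound, incubated overnight again at 37 deg C. Yellow fluorescence (Ex 488/Em 500-530) reported blocked Vif-mediated A3F-eYFP degradation.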
Vif-APOBEC3G blk – inhibitors of Vif-APOBEC3G interaction; HeLa A3G-eYFP + Vif (tagged APOBEC3G with the HIV-1 protein that degrades it), YFP fluorescence, overnight; Potency, µM (top dose mostly 46.1 µM), without a hit: at the top dose activity, negative = active, usual class: inhibitors; hit rate 0.076% among 410,000; AID 602310;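 further: on the % scale 0 is the no-effect control and ±100 the full control effect; nearly all actives have a fitted effect of over 60% in size; hits raise eYFP signal because A3G escapes Vif-driven loss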
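HeLa cells stably expressing Vif and C-terminally eYFP-tagged A3G, seeded overnight at 37 deg C, then exposed to compound by pintool overnight at 37 deg C. Rise in yellow fluorescence (Ex 488/Em 500-530, Acumen) marks blocked Vif-driven A3G degradation.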
Starred values were filed as active, the others as inactive; ? = inconclusive; . = not tested or not shown; & = joins results of further samples; [ ] = remark or other dose. The call rests on the fitted dose curve; in most records, active means well fitted curve in the direction sought with a large enough effect; inconclusive means small, poorly fitted or top-dose-only effect, or another doubt; inactive means no such curve, though single readings can be large; an effect the other way counts as inactive or inconclusive. Potency means the concentration at half of the fitted maximal effect. The list is partial; count on the stated rates, not on these rows.

SMILES	TrxR1 inh	RXFP1 ag	USP1-UAF1 inh	mIDH1 inhibitor	ALOX12 inh	TrxR1 substrate	RGS4 inh	Vif-A3F inh	Vif-APOBEC3G blk
CC(=O)N1N=C(c2ccc(Cl)cc2)CC1c1ccco1 (stereo not given)	3%	-1.1%	-11%	-1%	0%	-3%	19%	-2%	5%
Cn1c(=O)c2c(nc(NCc3ccccc3)n2CC(=O)NCc2ccccc2)n(C)c1=O	-2%	4.8%	-17%	0%	2%	-5%	2%	-6%	-1%
CN1CCN(c2ccc(NC(=O)CSc3nnnn3-c3ccccc3F)cc2)CC1	29%	0.2%	-25%	-4%	-3%	9%	0%	-2%	7%
CCCCn1c(N)c(N(CCOC)C(=O)CN(C)S(=O)(=O)c2ccc(Cl)cc2)c(=O)[nH]c1=O	12%	1.4%	-11%	2%	?	6%	-15%	3%	5%
Cc1nc(N)[nH]c(=O)c1CCCNS(=O)(=O)c1ccc([N+](=O)[O-])cc1	-7%	.	-27%	-2%	-3%	-6%	-29%	4%	3%
COCCn1c(-c2ccccc2)nc2ccccc21	5%[57.1 µM]	-1.5%	-16%	6%	4%	14%[57.1 µM]	2%	8%	0%
Cc1ccc(NC(=O)C(=O)NCC2OCCc3ccccc32)cc1 (stereo not given)	25%	-1.8%	-7%	4%	-19%	4%	11%	7%	-1%
C=CCCN(Cc1ccccc1)S(=O)(=O)c1cc(Br)ccc1Br	10%&24%	1.1%	-20%	6%	1%	3%&6%	-1%	-1%	-16%&-15%
COc1c(S(=O)(=O)N2CCN(C)CC2)ccc(Cl)c1Cl	20%	1.4%	-13%	-13%	176%[activator]	8%	-11%	1%	2%
COc1ccc(OC)c(S(=O)(=O)Nc2cccc3ccc(O)cc23)c1	-19%[57.1 µM]	.	-12%	-1%	18%	-1%[57.1 µM]	-10%	-9%	-1%
Cc1cc(C)c(-c2csc(NC(=O)COC(=O)c3ccc4c(c3)OCO4)n2)c(C)c1	9%	0.6%	-17%	-1%	-6%	4%	3%	-5%	1%
O=C(CSc1ccc([N+](=O)[O-])cc1)OCC(=O)N1CCCC1=O	1%	0.0%	-3%	-5%	-29%	-12%	-36%	-2%	-4%
COc1ccc(C(CC(=O)N2CCN(C)CC2)NC(=O)C(F)(F)F)cc1 (stereo not given)	0%	0.0%	-24%	1%	4%	-4%	-4%	-3%	2%
COC(=O)c1ccc(CSc2nc(N)cc(N)n2)cc1	17%	0.1%	-5%	12%	13%	-3%	10%	-1%	0%
CCSC1=C(C#N)C(c2cccc(OC)c2)CC(=O)N1 (stereo not given)	8%[57.1 µM]	0.0%	-22%	-1%	-4%	5%[57.1 µM]	7%	-6%	-3%
CC1=NC(=O)C(N=Nc2ccccc2C(=O)O)N1c1ccccc1 (stereo not given)	1%[57.1 µM]	3.1%	?	-2%	-3%	-7%[57.1 µM]	?	7%	4%
COc1ccc(Nc2oc(/C=C/c3cc(OC)c(OC)c(OC)c3)nc2C#N)cc1	-1%	7.6%	-23%	-2%	-1%	18%	-1%	-3%	-15%
Cc1ccc(CNS(=O)(=O)c2c(C(=O)N3CCCCCC3)c(C)n(C)c2C)cc1	21%	-0.8%	-16%	-7%	16%	2%	-2%[11.4 µM]	-1%	-1%
CCOc1ccc(-c2cn(-c3ccc(C)cc3)c(SCC(=O)Nc3ccc(C)cc3)n2)cc1	27%[57.1 µM]	-2.3%	-28%	-12%	-18%	0%[57.1 µM]	16%	2%	5%
COc1ccc(NC(=O)C2CCC(=O)N2S(=O)(=O)c2ccc(C)cc2)c(OC)c1 (stereo not given)	20%	1.6%	-3%	4%	0%	7%	15%	-3%	-4%

A draw from above in order of heavy-atom count, low to high:
SMILES	TrxR1 inh	RXFP1 ag	USP1-UAF1 inh	mIDH1 inhibitor	ALOX12 inh	TrxR1 substrate	RGS4 inh	Vif-A3F inh	Vif-APOBEC3G blk
COCCn1c(-c2ccccc2)nc2ccccc21	5%[57.1 µM]	-1.5%	-16%	6%	4%	14%[57.1 µM]	2%	8%	0%
CC(=O)N1N=C(c2ccc(Cl)cc2)CC1c1ccco1 (stereo not given)	3%	-1.1%	-11%	-1%	0%	-3%	19%	-2%	5%
C=CCCN(Cc1ccccc1)S(=O)(=O)c1cc(Br)ccc1Br	10%&24%	1.1%	-20%	6%	1%	3%&6%	-1%	-1%	-16%&-15%
CC1=NC(=O)C(N=Nc2ccccc2C(=O)O)N1c1ccccc1 (stereo not given)	1%[57.1 µM]	3.1%	?	-2%	-3%	-7%[57.1 µM]	?	7%	4%
Cc1nc(N)[nH]c(=O)c1CCCNS(=O)(=O)c1ccc([N+](=O)[O-])cc1	-7%	.	-27%	-2%	-3%	-6%	-29%	4%	3%
COc1ccc(C(CC(=O)N2CCN(C)CC2)NC(=O)C(F)(F)F)cc1 (stereo not given)	0%	0.0%	-24%	1%	4%	-4%	-4%	-3%	2%
COc1ccc(NC(=O)C2CCC(=O)N2S(=O)(=O)c2ccc(C)cc2)c(OC)c1 (stereo not given)	20%	1.6%	-3%	4%	0%	7%	15%	-3%	-4%
Cc1cc(C)c(-c2csc(NC(=O)COC(=O)c3ccc4c(c3)OCO4)n2)c(C)c1	9%	0.6%	-17%	-1%	-6%	4%	3%	-5%	1%
Cn1c(=O)c2c(nc(NCc3ccccc3)n2CC(=O)NCc2ccccc2)n(C)c1=O	-2%	4.8%	-17%	0%	2%	-5%	2%	-6%	-1%
CCOc1ccc(-c2cn(-c3ccc(C)cc3)c(SCC(=O)Nc3ccc(C)cc3)n2)cc1	27%[57.1 µM]	-2.3%	-28%	-12%	-18%	0%[57.1 µM]	16%	2%	5%

(further entries)
SMILES	TrxR1 inh	RXFP1 ag	USP1-UAF1 inh	mIDH1 inhibitor	ALOX12 inh	TrxR1 substrate	RGS4 inh	Vif-A3F inh	Vif-APOBEC3G blk
COc1cccc(C(=O)Nc2ccc(-n3nncc3-c3ccc(Br)cc3)cc2)c1OC	10%[57.1 µM]	1.2%	6%	-16%	-25%	1%[57.1 µM]	-16%	0%	-5%
COc1ccc(C(=O)NC(C(=O)NCC2(N3CCCCC3)CCCCC2)C(C)C)cc1 (stereo not given)	7%	0.6%	-5%	-7%	-24%	-1%	33%	4%	1%
COC(C[C@@H]1O[C@H]1C(=O)COCc1ccccc1)OC	10%	.	-13%	-15%	-8%	-2%	-5%	-2%	0%
CCOC(=O)C1CCCN(C(=O)c2ccc(-n3ccc4ccccc43)s2)C1 (stereo not given)	12%[57.1 µM]	?	-23%	3%	-27%	3%[57.1 µM]	8%	0%	-2%
Cc1ccc2nc(N)nnc2c1	.	.	-27%	1%	-2%	.	.	0%	-4%
CN1OC[C@@H]2CN(S(=O)(=O)c3cccc(C(F)(F)F)c3)[C@H](c3ccc(-c4cc5ccccc5o4)cc3)C[C@@H]21	.	.	-3%	1%	-24%	.	.	-10%	3%
Cc1ccc(-n2c(C)cc(C(=O)OCC(=O)N3CCOCC3)c2C)cc1	8%[57.1 µM]	.	?	6%	2%	-9%[57.1 µM]	-15%	9%	0%
CC(OC(=O)c1cccs1)C(=O)NCCc1ccccc1 (stereo not given)	16%	1.8%	-13%	-1%	-16%	2%	9%	-13%	-4%
CSc1ncccc1C(=O)N1CCCC(CCC(=O)NCc2ccccc2F)C1 (stereo not given)	16%	-2.0%	-16%	-4%	-5%	6%	1%	-18%	-6%
CCOC(=O)N1CCC(NC(=O)Cn2cc3c(n2)CCCC3)CC1	14%[57.1 µM]	0.7%	-19%	10%	423%[activator]	13%[57.1 µM]	-5%	-6%	0%
N#CC(C#N)C(c1ccsc1)c1c(-c2ccccc2)[nH][nH]c1=O (stereo not given)	?	1.0%	-16%	7%	-30%	6%[57.1 µM]	-1%[11.4 µM]	2%	-7%
CCOC(=O)c1[nH]c(C)c(C(=O)NCc2cccc(OC)c2)c1C	13%	-2.7%	7%	-8%	3%	-1%	17%	-3%	4%
